LMPTP block: LMPTP phosphatase inhibitors, primary screen, biochemical, fluorescence intensity, uHTS; hit rate 0.22% among 360,000; inhibition, % at 20 µM; AID 651560, 2012; Low molecular weight phosphotyrosine protein phosphatase (Homo sapiens), P24666; recombinant LMPTP-A, OMFP fluorogenic substrate;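 active means compounds that cut the enzyme signal by at least half of the control window in the single-dose screen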;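 further: plate controls were DMSO wells with enzyme plus substrate for no effect and substrate without enzyme for full effect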
Target sequence (P24666 whole entry, looked up): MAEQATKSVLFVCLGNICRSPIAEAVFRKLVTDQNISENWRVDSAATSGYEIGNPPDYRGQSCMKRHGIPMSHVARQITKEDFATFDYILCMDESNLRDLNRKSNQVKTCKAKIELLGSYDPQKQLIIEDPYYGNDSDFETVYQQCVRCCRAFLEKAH
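Assay system: LMPTP-A phosphatase enzyme | Input: 0.625 nM enzyme | Also added: Fluorogenic phosphatase substrate OMFP at 400 µM final | Compound dosing: One test concentration per compound, 20 µM, with 3% DMSO overall | Schedule: 50 min enzyme reaction at room temperature, protected from light | Signal: Fluorescence intensity | Benchmarks: no-enzyme and uninhibited controls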
NadD block: inhibitors of S. aureus NadD, primary screen, biochemical, colorimetric, uHTS. inhibition, % at 20 µM. purified NadD enzyme, colorimetric absorbance read-out. AID 602399, 2012. hit rate 0.78% among 360,000; in the data active means inhibition above about 26%; further: some compounds past the cut are filed as inactive
Rpn11 block: Rpn11 (PSMD14) deubiquitinase inhibitors, primary screen, biochemical, fluorescence polarization, uHTS. calls only at 20 µM. human 26S proteasome, Ub4-pepOG fluorescence polarization; 20S core pre-blocked with epoxomicin. 26S proteasome non-ATPase regulatory subunit 14 (Homo sapiens), O00487. hit rate 0.59% among 360,000;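 active means inhibition at 20 µM, scaled to each plate's controls, above about 33%, limit read from the data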
SUMO1 PPI mod: modulators of SUMO1 protein-protein interactions, primary screen, biochemical, uHTS | hit rate 0.33% among 360,000 | SUMO1 binding to a labelled peptide, TR-FRET, 1 h | AID 602429, 2012 | inhibition, % at 20 µM; in the data active means inhibition above about 37%
Target sequence (P63165 whole entry, looked up): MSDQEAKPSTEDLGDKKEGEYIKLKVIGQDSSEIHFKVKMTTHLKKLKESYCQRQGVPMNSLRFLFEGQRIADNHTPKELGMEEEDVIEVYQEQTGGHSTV
CSN deneddyl inh: inhibitors of CSN-mediated cullin deneddylation, primary screen, biochemical, fluorescence polarization, uHTS | COP9 signalosome complex subunit 5 (Homo sapiens), Q92905 | hit rate 0.38% among 360,000 | AID 651999, 2013 | Purified CSN, SCF-Nedd8-OG deneddylation | inhibition, % at 12.5 µM;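 active means pattern-corrected inhibition above about 35%, with an unprinted fluorescence ratio check between 0.5 and 1.5, limit read from the data, passing the limit was not always enough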;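 further: 0% = enzyme with substrate and 100% = substrate without enzyme; some results filed as inactive read as strong as hits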
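Assay system: Purified human Csn5 enzyme expressed in HEK293T cells | Amount: Enzyme 0.24 nM | Measured by: Fluorescence polarization readout | Medium: Tris/NaCl/DTT buffer, pH 7.5 | Compound dosing: One concentration, 12.5 µM, 0.25% DMSO | Times: 90 min incubation of compound, enzyme and substrate at room temperature | Control set: no-enzyme wells high, enzyme-with-substrate wells low | Read-out: % inhibition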
Scp-1 inhibitor: Scp-1 phosphatase inhibitors, primary screen, biochemical, colorimetric, uHTS | hit rate 0.88% among 340,000 | AID 493091, 2011 | Carboxy-terminal domain RNA polymerase II polypeptide A small phosphatase 1 (Homo … | Recombinant Scp1, phosphopeptide, malachite green phosphate absorbance | inhibition, % at 20 µM;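 active means inhibition above about 50% at 20 µM, limit read from the data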;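 further: plate controls were DMSO wells with enzyme for no effect and wells lacking enzyme for full effect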
Target sequence (Q9GZU7 76-261 limits assumed): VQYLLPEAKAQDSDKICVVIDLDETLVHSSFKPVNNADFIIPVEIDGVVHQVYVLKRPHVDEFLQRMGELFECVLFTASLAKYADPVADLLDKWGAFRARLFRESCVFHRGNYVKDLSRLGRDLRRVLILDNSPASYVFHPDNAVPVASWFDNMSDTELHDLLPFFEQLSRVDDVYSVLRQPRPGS
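Material – SCP-1 phosphatase catalytic domain, residues 76-261 · Buffer or medium – Acidic Tris acetate buffer with magnesium and detergent · Also added – Phospho 17-mer peptide substrate · Compound – single 20 µM dose, 1% DMSO · Times – 45 min room-temperature reaction, 5 min colour, 30 min stabiliser · Technique – Phosphate-binding colour reagent, absorbance read at 630 nm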
STEP inh: STEP phosphatase inhibitors, primary screen, biochemical, fluorescence intensity, uHTS | recombinant STEP, OMFP fluorogenic substrate | inhibition, % at 20 µM | hit rate 0.25% among 360,000;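 active means inhibition at 20 µM, scaled per plate between control wells, above about 37%, limit read from the data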;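 further: 0% = DMSO with enzyme and substrate and 100% = substrate only without enzyme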
Target sequence (P54829 whole entry, looked up): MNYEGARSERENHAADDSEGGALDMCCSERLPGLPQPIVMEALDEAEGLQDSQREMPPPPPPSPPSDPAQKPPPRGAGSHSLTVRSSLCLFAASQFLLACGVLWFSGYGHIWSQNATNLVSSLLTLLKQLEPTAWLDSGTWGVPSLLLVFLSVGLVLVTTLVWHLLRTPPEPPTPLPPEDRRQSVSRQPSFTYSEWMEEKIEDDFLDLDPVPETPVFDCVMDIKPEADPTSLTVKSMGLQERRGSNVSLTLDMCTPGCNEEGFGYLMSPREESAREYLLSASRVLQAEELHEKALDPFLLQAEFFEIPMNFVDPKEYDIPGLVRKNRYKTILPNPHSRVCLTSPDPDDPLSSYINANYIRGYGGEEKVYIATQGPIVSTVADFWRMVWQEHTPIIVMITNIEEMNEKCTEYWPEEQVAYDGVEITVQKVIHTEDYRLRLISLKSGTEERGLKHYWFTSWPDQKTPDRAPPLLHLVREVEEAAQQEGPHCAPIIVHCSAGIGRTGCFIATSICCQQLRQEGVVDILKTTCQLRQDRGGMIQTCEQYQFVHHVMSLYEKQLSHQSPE
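Assay system: isolated STEP enzyme / Timing: 20 min at room temperature, dark / Doses: 20 µM, 1% DMSO / Technique: fluorescence intensity, excitation 480 nm, emission 540 nm / Reagent: fluorogenic phosphatase substrate OMFP at 25 µM final / Measure: percent inhibition scaled to no-enzyme and uninhibited-enzyme controls, plate-pattern corrected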
Rin1-Abl PPI inh: inhibitors of Rin1-Abl protein binding, primary screen, biochemical, TR-FRET. hit rate 0.4% among 360,000. inhibition, % at 7.35 µM; in the data active means inhibition above about 5%, passing the limit was not always enough
Neddylation inh: inhibitors of cullin neddylation, primary screen, biochemical, TR-FRET, uHTS, NAE and Ubc12; NEDD8-conjugating enzyme Ubc12 (Homo sapiens) + NEDD8-activating enzyme E1 regulatory …; calls only at 25 µM; hit rate 0.58% among 360,000; in the data active means inhibition above about 36%
DNMT1 block: human DNMT1 methyltransferase inhibitors, primary screen, biochemical, molecular beacon, fluorescence, HinP1I cleavage, uHTS; DNA (cytosine-5)-methyltransferase 1 (Homo sapiens), P26358; inhibition (reported as % activation of signal), % at 10 µM; hit rate 0.83% among 360,000; AID 588458, 2011; in the data active means inhibition above about 50%
The depositor's hits bear a star; i = inactive; / = no result given. Hits appear at their usual frequency; about 3.8% have a hit in one of these screens.

Values in the order – LMPTP block	SUMO1 PPI mod	NadD block	Neddylation inh	DNMT1 block	Scp-1 inhibitor	Rin1-Abl PPI inh	CSN deneddyl inh	Rpn11 block	STEP inh
CN(CC(=O)Nc1ccc(F)c(F)c1F)C(=O)c1n[nH]c(=O)c2ccccc12
 : -1.7	-1.6	-3.2	i	3.8	-8.1	3.0	1.6	i	-0.6
CSc1ccc(/C=C/C(=O)OCC(=O)NC(C)C)cc1
 : 0.4	-16.2	-0.8	/	0.5	1.4	2.1	0.9	i	0.1
O=S(=O)(c1cccc(F)c1)N1CCN(Cc2ccc3c(c2)OCO3)CC1
 : 0.6	-0.8	-6.6	i	-0.1	5.0	0.7	-2.8	i	-2.3
CCOc1cccc(CN2CCCC(C(=O)Nc3ccc(-c4ccn[nH]4)cc3)C2)c1O (configuration not stated)
 : -0.9	5.5	0.7	i	-3.1	-1.1	1.1	-2.6	i	0.8
COc1ccc(/C=N/NC(=O)c2cc[n+]([O-])cc2)cc1
 : -1.0	-15.1	-0.4	i	1.6	-2.8	-0.5	4.9	i	-0.9
O=S(=O)(c1ccc(F)cc1)N1CCN(C(=S)NCc2ccco2)CC1
 : 0.1	3.1	-3.0	i	1.9	-3.9	-1.6	0.0	i	1.1
COCCn1c(C)cc(C(=O)COC(=O)c2cccnc2SC)c1C
 : 0.2	1.7	0.9	i	-1.8	-10.4	4.2	4.0	i	-1.7
COc1cc(CNCCc2ccc(F)cc2)ccc1OCc1ccc(Cl)nc1
 : -1.9	-0.9	-1.7	i	-0.8	-7.4	12.0*	0.5	i	-4.5
CC/C(=N\Nc1ccc([N+](=O)[O-])cc1[N+](=O)[O-])c1ccc(O)cc1
 : 2.5	-13.8	-2.0	i	-5.7	-7.3	-3.3	6.8	i	1.4
Cc1ccc(-c2nnn(CC(=O)N(Cc3cccs3)C(C(=O)NC(C)(C)C)c3ccco3)n2)o1 (configuration not stated)
 : 0.7	-1.7	8.0	i	-1.6	-1.8	1.3	0.3	i	-0.1
O=C(O)CSCC(=O)N1CCN(S(=O)(=O)c2ccccc2)CC1
 : -2.6	1.1	5.1	i	2.1	-6.2	2.8	-7.2	i	2.5
Cc1ccc(NC(=O)CSc2nc(-c3ccco3)nc3cc(=O)[nH]n23)c(Cl)c1
 : 4.4	11.0	25.4	i	32.9	70.8*	-1.3	19.3	i	8.6
Cc1ccc(C(=O)CNc2ccc(Br)cc2)cc1
 : -0.6	0.1	11.2	i	5.5	-0.1	4.6	2.9	i	-2.7
Cc1cccc(NC(=O)CCNS(=O)(=O)c2cccc3nsnc23)c1
 : -0.6	-20.6	0.4	i	3.4	2.5	0.7	-2.3	i	0.2
O=C(C[n+]1cccc2ccccc21)c1ccc(Cl)cc1
 : 1.4	-26.6	-1.7	i	0.0	-0.3	-0.1	6.2	/	-3.0
N#C/C(=C\c1c(N2CCCCC2)nc2ccccn2c1=O)S(=O)(=O)c1ccccc1
 : 4.0	-6.0	-1.1	i	-2.2	-12.8	-8.0	4.7	i	3.9
O[C@H]1C[C@H](c2ccccc2)N(CC2CCCCC2)C[C@@H]1n1cc(-c2ccc(F)cc2)nn1
 : 1.5	6.4	9.1	i	-19.5	/	1.0	-0.9	i	0.3
O=C(c1ccccc1CCc1ccccc1)N1CCOCC1
 : 1.6	1.1	2.1	i	0.7	-0.6	4.1	0.6	i	-2.2
CN1/C(=C\C(=O)COC(=O)C2COc3ccccc3O2)C(C)(C)c2ccccc21 (configuration not stated)
 : 2.9	-6.1	4.0	i	-1.2	0.0	-0.8	0.5	i	3.4
COc1ccccc1NC(=O)Cc1nnc(SCC(=O)c2ccccc2)n1C
 : -0.8	3.1	3.1	i	-1.7	-3.1	1.3	-2.5	i	4.2
COc1ccc(/C=C/C(=O)c2cc(Br)ccc(=O)c2O)cc1
 : 20.1	1.1	27.3	i	41.3	-7.4	0.2	23.7	i	2.6
COc1ccc(-c2csc(=NCCO)n2-c2ccccc2)cc1
 : 0.6	-2.5	-2.0	i	-2.8	-1.6	1.9	1.8	i	-1.4
CCCCN(C)Cc1cc(=O)oc2ccc3ccccc3c12
 : 1.6	-11.9	1.3	i	2.5	-9.7	-1.7	0.2	i	2.6
CC1(C(=O)Nc2ccc3c(c2)OCO3)CCN1C(=O)Cc1cc(F)ccc1F (configuration not stated)
 : 1.3	-2.9	-0.5	i	-1.3	/	-3.1	3.5	i	-3.3
Cc1cc(C)n2nc[n+](C)c2n1
 : -0.8	-4.7	9.3	i	-1.4	0.5	3.9	3.0	i	-0.9
O=C(COc1ccccc1-c1ccccc1)NCc1ccco1
 : 0.9	3.3	-2.3	i	1.1	-8.4	0.5	-8.1	i	2.5
CCn1c(CCNC(=O)c2cccs2)nnc1SCC(=O)NC1CCCCC1
 : -0.8	4.2	-4.9	i	1.0	-4.4	0.1	-4.8	i	0.1
Cn1c2ccc(F)cc2c2nc3ccccc3nc21
 : 2.7	-15.0	-3.4	i	12.5	-5.0	-0.9	-9.1	i	1.1
N#Cc1ccccc1S(=O)(=O)N1CCN(C(=O)CN(Cc2ccco2)Cc2cccs2)CC1
 : -0.1	2.9	1.6	i	1.3	/	-1.4	2.6	i	-1.2
NS(=O)(=O)c1ccc(CCNC(=O)COC(=O)/C=C/c2cc(Br)ccc2F)cc1
 : -2.2	-9.4	-5.5	i	2.1	2.6	0.0	3.7	i	4.0
CCC(CCC(=O)Nc1ccn(-c2ccccc2)n1)C(=O)O (configuration not stated)
 : -3.2	-1.4	9.5	i	0.9	-5.7	-0.3	-2.5	i	2.0
Cc1nn(C)cc1S(=O)(=O)Nc1ccc(F)c(F)c1
 : -1.2	1.8	-1.6	i	2.1	-2.2	-0.5	-4.1	i	-0.3
CCc1cc(C(=O)COc2ccccc2F)c(O)cc1O
 : -11.8	-1.1	-1.3	i	-10.6	-15.4	-6.0	0.8	i	-3.2
CCOc1ccc(CCNC(=O)c2cccc(-n3cnnn3)c2)cc1OCC
 : -1.8	3.4	-0.9	i	-1.4	-6.8	1.9	-4.1	i	0.9
O=C(O)CC12C[C@H]3C[C@@H](C1)CC(n1ncc(N4CCN(c5ccccc5)CC4)c(Cl)c1=O)(C3)C2
 : -0.7	-19.6	6.8	i	0.6	0.9	-2.6	-1.5	i	-1.5
COc1ccc(OC(=O)c2cn(C)nc2C(F)(F)F)cc1
 : 1.5	2.2	1.9	i	2.9	-13.1	2.5	-3.1	i	-2.4
O=c1cc(O)nc[nH]1
 : 2.7	-3.8	-0.9	i	1.8	-7.4	-0.1	-1.3	i	-0.3
Cc1ccccc1OC(C)C(=O)Nc1ccc(S(=O)(=O)N2CCCC2)cc1 (configuration not stated)
 : 0.5	6.5	-1.9	i	-2.4	-4.2	6.8	4.1	i	6.7
Cc1c(C#N)c(O)n(CCO)c(=O)c1N=Nc1ccccc1
 : 1.7	-46.3	-9.9	i	4.4	-9.8	-8.4	5.1	i	0.1
Cc1ccccc1-c1nc(CN2CCC(C(=O)NCCCN3CCCC(C)C3)CC2)c(C)o1 (configuration not stated)
 : -2.3	-19.3	-0.7	i	-0.8	-8.5	-0.9	3.5	i	-0.7

Reprinted at random: two records from the list, in no set order.
Values in the order – LMPTP block	SUMO1 PPI mod	NadD block	Neddylation inh	DNMT1 block	Scp-1 inhibitor	Rin1-Abl PPI inh	CSN deneddyl inh	Rpn11 block	STEP inh
COc1ccc(OC(=O)c2cn(C)nc2C(F)(F)F)cc1
 : 1.5	2.2	1.9	i	2.9	-13.1	2.5	-3.1	i	-2.4
CCOc1ccc(CCNC(=O)c2cccc(-n3cnnn3)c2)cc1OCC
 : -1.8	3.4	-0.9	i	-1.4	-6.8	1.9	-4.1	i	0.9

(list continues)
Values in the order – LMPTP block	SUMO1 PPI mod	NadD block	Neddylation inh	DNMT1 block	Scp-1 inhibitor	Rin1-Abl PPI inh	CSN deneddyl inh	Rpn11 block	STEP inh
Cc1noc(C)c1CS(=O)(=O)c1ccc(Br)cc1
 : -2.4	3.9	-0.9	i	3.1	17.4	-3.8	-3.9	i	0.5
CCSc1nc2ccccc2n1Cc1nc(N)nc(N(C)C)n1
 : 1.1	4.9	3.4	i	0.7	-3.0	-1.0	2.6	i	2.3
CCCC(=O)Nc1cc2c(cc1C(=O)c1ccccc1)OCCO2
 : -1.6	-1.3	-3.5	i	-2.1	-2.2	1.1	-1.8	i	2.5
COc1ccc(OCC(=O)OCC(=O)Nc2ccc3[nH]c(=O)[nH]c3c2)cc1
 : -2.0	61.9*	3.5	i	5.4	-7.5	2.5	-1.4	i	-2.3
CC1CCc2nc3ccc(S(=O)(=O)N4CCC(C(=O)N5CCCCCC5)CC4)cc3c(C(=O)O)c2C1 (configuration not stated)
 : 1.4	20.5	7.3	i	-3.9	2.0	2.0	3.3	i	1.1
COc1ccccc1C(C(=O)NCc1ccc(F)cc1)N(C(=O)c1csnn1)C1CC1 (configuration not stated)
 : -0.8	4.7	3.0	i	2.7	-2.3	1.5	4.4	i	1.5
CCCCC(CC)C(=O)Nc1ccc(S(=O)(=O)N2CCCC2)cc1 (configuration not stated)
 : 0.0	4.4	-4.9	i	4.1	-5.1	0.8	4.6	i	-0.3

High-throughput results: PubChem BioAssay, several laboratories
